U2OS ROS induce: ROS inducers in U2OS cancer cells, primary screen, cell-based, H2DCF-DA fluorescence | actives 2% (n = 46,000) | ROS induction (% of piperlongumine), % at 10 µM | U2OS ROS induction | AID 624156, 2012; in the data active means ROS induction above about 79%, passing the limit was not always enough; inconclusive means no clear call, values can overlap the other calls;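 further: 0% = DMSO vehicle median and 100% = reference compound median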
Starred values were filed as active, the others as inactive; ? = inconclusive. A portion of the library; count on the stated rates, not on these rows.

SMILES	U2OS ROS induce
C[C@H](CO)N1C[C@H](C)[C@@H](CN(C)S(=O)(=O)c2cccs2)Oc2c(NC(=O)C3CCCCC3)cccc2C1=O	-0.6
C[C@@H]1CN([C@H](C)CO)C(=O)Cc2cc(NC(=O)Nc3ccc4c(c3)OCO4)ccc2O[C@@H]1CN(C)Cc1ccc(Cl)c(Cl)c1	4.5
Cc1noc(C)c1CSc1n[nH]c(=O)n1Cc1ccco1	-4.2
C[C@@H]1CN([C@@H](C)CO)C(=O)CCCn2cc(nn2)CO[C@@H]1CN(C)Cc1ccc2cccnc2c1	11.4
O=C(/C=C/c1ccc(Cl)cc1)Nc1cccc(Cl)c1	36.1
C[C@@H]1CN([C@@H](C)CO)C(=O)c2cccc(N(C)C)c2O[C@@H]1CN(C)Cc1ccc(C(=O)O)cc1	11.0
C[C@@H]1CN([C@H](C)CO)C(=O)c2cccc(NS(=O)(=O)c3ccc(F)cc3)c2O[C@H]1CN(C)C(=O)Nc1ccc(C(F)(F)F)cc1	92.0*
CCc1nnc(NC(=O)c2cc(S(=O)(=O)N3CCc4ccccc43)cn2C)s1	-1.5
C=C1CCC(C2CC(=O)OC2=O)C(=O)CCC2C1CC2(C)C (configuration not stated)	-4.8
Cc1noc(C)c1NC(=O)Nc1ccc2c(c1)C(=O)N([C@H](C)CO)C[C@@H](C)[C@@H](CN(C)S(=O)(=O)c1cn(C)cn1)O2	-6.7
Cc1noc(C)c1NC(=O)Nc1cccc2c1O[C@H](CN(C)C)[C@@H](C)CN([C@H](C)CO)C2=O	-5.6
Cc1ccccc1C(=O)OCC1CCCN2CCCCC12 (configuration not stated)	-4.2
O=S(=O)(c1cccc(-c2nnc(-c3ccccc3)o2)c1)N1CCCC1	60.1
COc1ccc(S(=O)(=O)Nc2cccc3c2O[C@H](CN(C)Cc2ccc(Oc4ccccc4)cc2)[C@@H](C)CN([C@H](C)CO)C3=O)cc1	96.5*
C=CCn1cc(/C=C2/NC(=O)N(c3ccccc3)C2=O)c2ccccc21	-8.3
C[C@@H]1O[C@@H](O[C@H]2[C@H](O[C@H]3CC[C@@]4(C)C(CC[C@]5(C)C4CC=C4C6CC(C)(C)CC[C@]6(C(=O)O[C@@H]6O[C@H](CO[C@@H]7O[C@H](CO)[C@@H](O[C@@H]8O[C@@H](C)[C@H](O)[C@@H](O)[C@H]8O)[C@H](O)[C@H]7O)[C@@H](O)[C@H](O)[C@H]6O)CC[C@]45C)C3(C)C)OC[C@H](O)[C@@H]2O)[C@H](O)[C@H](O)[C@H]1O (some centres not stated)	-10.4
CCOc1ccc(NC(=O)C2CCN(C(=O)c3ccccc3)CC2)cc1	-10.7
COc1ccc(NC(=O)Nc2ccc3c(c2)C(=O)N([C@H](C)CO)C[C@H](C)[C@@H](CN(C)Cc2ccc(C(=O)O)cc2)O3)cc1	-6.4
Cn1c(CSC2CN(C(c3ccccc3)c3ccccc3)C2)n[nH]c1=S	-10.1
O=C(CSc1nc2ccccc2c(=O)n1NC(=O)c1ccccc1)NCc1ccccc1	1.5
Cc1noc(C)c1NC(=O)N(C)C[C@@H]1Oc2ccc(NC(=O)Nc3ccc(C(F)(F)F)cc3)cc2CC(=O)N([C@@H](C)CO)C[C@@H]1C	3.4
CCC(C)NC(=O)c1c[nH]c2ccc(S(=O)(=O)N(C)c3cc(C)ccc3C)cc2c1=O (configuration not stated)	?
COc1ccc(NC(=O)N(C)C[C@H]2Oc3ccc(NS(=O)(=O)c4ccc(F)cc4)cc3C(=O)N([C@@H](C)CO)C[C@@H]2C)cc1	-0.1
C[C@H]1CN([C@@H](C)CO)C(=O)c2cc(NC(=O)c3ccncc3)ccc2O[C@@H]1CN(C)Cc1ccc(C(=O)O)cc1	-10.0
COc1cccc(OC)c1C(=O)Nc1ccc(Cl)c(-c2nc3ncccc3o2)c1	10.1
Cc1cc(C)c2c(n1)nn1c(C)c(CCC(=O)NCCc3ccccc3)c(C)nc21	70.2
CNC[C@H]1Oc2ccc(NS(=O)(=O)c3ccc(Cl)cc3)cc2CC(=O)N([C@H](C)CO)C[C@H]1C	26.6
C[C@H]1CN([C@@H](C)CO)C(=O)c2cc(NC(=O)Nc3ccc(C(F)(F)F)cc3)ccc2O[C@H]1CN(C)C(=O)Nc1ccc2c(c1)OCO2	31.4
O=C(NO)c1ccc(C(=O)N/N=C/c2cccnc2Br)cc1	-11.0
COC(=O)[C@@H]1C[C@@]23C=CC[N+]4([O-])CC[C@@]5(c6ccccc6N[C@@]15C2C)[C@H]34 (some centres not stated)	33.6
C[C@@H]1CN([C@H](C)CO)C(=O)c2cccc(NC(=O)Nc3ccc(F)cc3)c2O[C@H]1CN(C)Cc1ccncc1	1.6
C[C@H]1CN([C@@H](C)CO)C(=O)c2cc(NC(=O)NC3CCCCC3)ccc2O[C@H]1CN(C)C(=O)Nc1cccc2ccccc12	-6.9
CC(C)(C)c1cc(Sc2nc(N3CCOCC3)nc(N3CCOCC3)n2)cc(C(C)(C)C)c1O	3.6
C[C@@H]1CN([C@@H](C)CO)C(=O)c2cccc(NC(=O)c3ccncc3)c2O[C@H]1CN(C)S(=O)(=O)c1cccs1	-0.5
COc1cc(NC(=O)CSc2nnc(-c3ccncc3)n2-c2ccc(C)cc2)cc(OC)c1	1.6
COc1ccc(-c2cc(C(F)(F)F)nc(SCC(=O)Nc3cc(F)ccc3C)n2)cc1OC	-4.4
N#C/C(=C\c1ccc(O)c(O)c1)C(=O)NCc1ccccc1	9.9
C[C@@H]1CCCCO[C@@H](CN(C)C(=O)c2ccncc2)[C@@H](C)CN([C@H](C)CO)C(=O)c2cc(NS(=O)(=O)c3cn(C)cn3)ccc2O1	0.4
Cc1ccc(C(=O)NC2(C(F)(F)F)C(=O)N(Cc3ccccn3)C3=C2C(=O)CC(C)(C)C3)cc1 (configuration not stated)	-9.4
Cc1cc(C)cc(N(CC(=O)Nc2ccc(Br)c(Cl)c2)S(C)(=O)=O)c1	-13.0
C[C@@H]1CN([C@H](C)CO)C(=O)c2cc(NC(=O)Nc3ccc(C(F)(F)F)cc3)ccc2O[C@@H]1CN(C)Cc1ccc(C(=O)O)cc1	-4.6
Cc1cccc(NC(=O)CSc2nc3ncnc(N)c3[nH]2)c1	-2.8
CC(C)N(C(=O)NC(=O)c1ccc(F)cc1F)C(C)C	-9.4
COc1ccc(N2C(=O)c3c(c4ccccc4n3C)C2c2cccc(OC)c2)cc1 (configuration not stated)	35.9
CNC[C@@H]1OCCCC[C@@H](C)Oc2ccc(NC(=O)Nc3ccc(OC)cc3)cc2C(=O)N([C@H](C)CO)C[C@@H]1C	2.9

Given comma-delimited: two of the compounds above.
SMILES,U2OS ROS induce
Cc1noc(C)c1NC(=O)Nc1ccc2c(c1)C(=O)N([C@H](C)CO)C[C@@H](C)[C@@H](CN(C)S(=O)(=O)c1cn(C)cn1)O2,-6.7
Cc1cccc(NC(=O)CSc2nc3ncnc(N)c3[nH]2)c1,-2.8

New compounds follow
SMILES	U2OS ROS induce
COc1cc2c(NC(C)=O)c(CN(C)C)oc2c(Cl)c1Cl	17.4
C[C@@H]1CN([C@H](C)CO)C(=O)c2cccc(NC(=O)c3ccncc3)c2O[C@@H]1CN(C)C(=O)Nc1ccccc1	-9.0
C[C@H](CO)N1C[C@H](C)[C@@H](CN(C)Cc2ccncc2)Oc2c(cccc2N(C)C)C1=O	30.2
CC(=O)Nc1ccc(NC(=O)CN(C2CCCCC2)S(C)(=O)=O)cc1	-6.7
Cc1noc(C)c1NC(=O)Nc1ccc2c(c1)CC(=O)N([C@@H](C)CO)C[C@H](C)[C@H](CN(C)S(=O)(=O)c1cccs1)O2	11.8
C[C@@H]1CN([C@H](C)CO)C(=O)c2cccc(NS(=O)(=O)c3ccc(F)cc3)c2O[C@H]1CN(C)S(=O)(=O)c1cn(C)cn1	-8.6
C[C@@]12C[C@@H](c3ccoc3)OC(=O)[C@H]1CC[C@@]1(C)C(C(=O)O)=CCC[C@@H]21	4.7
C=CCOC(=O)[C@H]1[C@@H]2C(=O)O[C@@H](c3ccccc3)[C@@H](c3ccccc3)N2[C@@H](c2ccc(OCCOC(=O)[C@H]3C[C@H]4C(=O)N[C@@H](Cc5ccccc5)C(=O)N4[C@H]3c3ccc(O)cc3)cc2)[C@]12C(=O)Nc1ccccc12	13.7
O=C(Nc1nc2ccccc2s1)C1CC1	-7.2
C[C@H](CO)N1C[C@H](C)[C@H](CN(C)C(=O)c2ccncc2)OCc2cnnn2CCCC1=O	-6.7
CC(C)NC(=O)Nc1ccc2c(c1)CC(=O)N([C@H](C)CO)C[C@H](C)[C@H](CN(C)C)O2	5.4
C[C@@H]1CN([C@@H](C)CO)C(=O)c2cccc(NS(=O)(=O)c3cn(C)cn3)c2O[C@@H]1CN(C)S(=O)(=O)c1ccccc1	-9.0
Cc1cc2ncc(-c3ccccc3)nc2cc1C	-1.0
C[C@@H]1CN([C@H](C)CO)C(=O)Cc2cc(NC(=O)c3ccncc3)ccc2O[C@@H]1CN(C)C(=O)NC1CCCCC1	8.7
CC(C)(C)n1ncc2c(=O)n(CC(=O)OCc3ccccc3)cnc21	-3.2
CCOC(=O)c1cc2c(c(CSc3ccc(Cl)cc3)c1)OCOC2	-4.2
Cc1ccc(S(=O)(=O)Nc2ccc3c(c2)CC(=O)N([C@H](C)CO)C[C@@H](C)[C@@H](CN(C)S(=O)(=O)c2cccs2)O3)cc1	14.9
CN(C)CCNc1nc(-c2noc(NCCN(C)C)n2)no1	11.7
Cc1ccc(S(=O)(=O)N(C)C[C@H]2Oc3ccc(NC(=O)C4CCCCC4)cc3C(=O)N([C@H](C)CO)C[C@@H]2C)cc1	-6.7
C[C@H]1CN([C@@H](C)CO)C(=O)Cc2cc(NS(=O)(=O)c3ccccc3)ccc2O[C@H]1CN(C)Cc1ccc(Cl)c(Cl)c1	39.4
C[C@H](CO)N1C[C@H](C)[C@@H](CN(C)S(=O)(=O)c2cn(C)cn2)Oc2c(NS(=O)(=O)c3cccs3)cccc2C1=O	-7.7
COc1ccc(NC(=O)N(C)C[C@H]2OCc3cn(nn3)CCCC(=O)N([C@@H](C)CO)C[C@H]2C)c(OC)c1	-6.5
C[C@@H]1CN([C@H](C)CO)C(=O)c2cc(NC(=O)Nc3ccc4c(c3)OCO4)ccc2O[C@@H]1CN(C)Cc1ccc(C(F)(F)F)cc1	-14.7
COc1ccc(Cl)cc1NC(=S)NCCCN1CCCC1=O	-2.6
COc1ccc2cc([C@H](C)C(=O)O)ccc2c1	-7.5
Cc1cc(C)c2oc(-c3ccc(C)c(NC(=O)COc4ccccc4C)c3)nc2c1	14.2
COc1ccc(-n2c(SCC(=O)Nc3ccccc3C(F)(F)F)nnc2-c2ccccc2)cc1	-5.0
O=C(CCCCCC(=O)Nc1ccccc1O)N/N=C/c1cccc(O)c1	-3.3
FC(F)(F)c1nc(SCc2ccc(Cl)cc2)n[nH]1	-11.8
CCCC(O)/C(=C/C1=C(C(=O)CC(CC(=O)O)OC(N)=O)C(=O)c2cccc(O)c2C1=O)CC(C(=O)O)[N+](C)(C)C (configuration not stated)	-2.5

4 compounds picked at random from the list so far, as already listed:
SMILES	U2OS ROS induce
Cc1noc(C)c1CSc1n[nH]c(=O)n1Cc1ccco1	-4.2
C[C@@H]1CN([C@H](C)CO)C(=O)c2cccc(NS(=O)(=O)c3ccc(F)cc3)c2O[C@H]1CN(C)S(=O)(=O)c1cn(C)cn1	-8.6
CC(C)N(C(=O)NC(=O)c1ccc(F)cc1F)C(C)C	-9.4
C[C@@H]1CN([C@H](C)CO)C(=O)Cc2cc(NC(=O)c3ccncc3)ccc2O[C@@H]1CN(C)C(=O)NC1CCCCC1	8.7

Structures from the list above that contain a furan ring, fused or not (three):
SMILES	U2OS ROS induce
Cc1noc(C)c1CSc1n[nH]c(=O)n1Cc1ccco1	-4.2
COc1cc2c(NC(C)=O)c(CN(C)C)oc2c(Cl)c1Cl	17.4
C[C@@]12C[C@@H](c3ccoc3)OC(=O)[C@H]1CC[C@@]1(C)C(C(=O)O)=CCC[C@@H]21	4.7

(continued)
SMILES	U2OS ROS induce
CN(C)C(=O)c1cc(Cl)ccc1Cl	-9.2
Cc1[nH]nc2c1C1=C(C(=O)CCC1)C(c1ccc(N(C)C)cc1)N2 (configuration not stated)	-1.6
COc1ccc(-c2nnc(SCC(=O)Nc3ccc4cn[nH]c4c3)n2-c2ccc(Cl)cc2)cc1	-1.5
C[C@@H]1CN([C@H](C)CO)C(=O)c2cc(NC(=O)C3CCCCC3)ccc2O[C@H]1CN(C)Cc1ccccc1	-16.0
Cc1ccc(CCC(=O)Nc2ccc(/C=C/c3ccccc3)cc2)o1	0.2
CC(C)NC(=O)N(C)C[C@@H]1Oc2ccc(NS(=O)(=O)c3cn(C)cn3)cc2CC(=O)N([C@H](C)CO)C[C@H]1C	0.1
CCCOC(=O)Nc1ccc(Cl)cc1C(=O)c1ccccc1	-4.2
COc1cc(OCc2ccccc2)ccc1CN1CCC(C(=O)c2ccc(F)cc2)CC1	13.5
C[C@H](CO)N1C[C@H](C)[C@H](CN(C)S(=O)(=O)c2ccc(C#N)cc2)OCc2cnnn2CCCC1=O	16.1
O=C(N/N=C/c1ccc(O)c(F)c1)c1ccccn1	0.1
C=CCN1Cc2ccccc2[C@@H]2OC(c3ccc(OCCCO)cc3)=N[C@]2(CCC(=O)OC(C)(C)C)C1=O	34.3
Cc1noc(C)c1S(=O)(=O)Nc1cccc2c1O[C@@H](CN(C)S(=O)(=O)c1ccc(F)cc1)[C@@H](C)CN([C@@H](C)CO)C2=O	1.3
COc1ccc(S(=O)(=O)Nc2ccc3c(c2)CC(=O)N([C@H](C)CO)C[C@H](C)[C@H](CN(C)S(=O)(=O)c2cn(C)cn2)O3)cc1	1.4
COc1ccc(C2C(C(=O)c3cccs3)C(=O)C(=O)N2CCCN2CCOCC2)cc1 (configuration not stated)	-5.2
C[C@@H]1CN([C@@H](C)CO)C(=O)c2cc(NS(C)(=O)=O)ccc2O[C@@H]1CN(C)C(=O)Nc1ccc(C(F)(F)F)cc1	-3.5
CN1C(=O)c2ccc(NC(=O)CCn3cnc4ccccc4c3=O)cc2C1=O	-2.0
C[C@H](CO)N1C[C@H](C)[C@@H](CN(C)C(=O)Nc2ccccc2)Oc2ccc(NS(C)(=O)=O)cc2C1=O	-6.8

Compound activity: PubChem BioAssay, Broad Institute
